High-throughput results as filed in PubChem.
Furin inh = blocks human furin protease activity | purified furin, fluorogenic substrate cleavage | P09958 | 0.061% of 220,000 active | inhibition, % at 30 µM; in the data active = inhibition above about 25%; note: inactives centre near -15
Tb hexokinase = blocks Trypanosoma brucei hexokinase 1 activity; recombinant TbHK1, G6PDH-coupled NADH A340; 0.11% of 220,000 active; inhibition, % at 10 µM;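 active = inhibition of 50% or more in the single-dose primary screen; inactive = inhibition below 50%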
thrombin 1536 = inhibitors of human thrombin. alpha-thrombin, Boc-VPR-AMC fluorogenic substrate cleavage. AID 1046. inhibition, % at 5 µM. 0.26% of 220,000 active;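 active = inhibition at or above 40%; inactive = inhibition below 40%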;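 note: 0% = enzyme with no compound and 100% = wells without enzyme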
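signal = AMC fluorescence, 355/460 nm | material = human alpha-thrombin enzyme | control set = enzyme without compound as high, wells lacking enzyme as low | times = reaction at room temperature | read-out basis = percent inhibition scaled between no-compound controls and no-enzyme blanks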
TRPML3 ag = human mucolipin-3 channel agonism; Q8TDD5; HEK293 TRPML3-YFP, Fluo-8 calcium fluorescence; 100% = the carbachol control signal; activation, % at 3 µM; 0.29% of 220,000 active;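 active = activation above its plate's cutoff, the mean activation of the plate's test wells plus 3 SD, cut at about 12% in these data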;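 note: 0% = DMSO only wells and 100% = carbachol wells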
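Material: HEK293 cells stably carrying human TRPML3-YFP; compound dosing: single dose, 3 µM final nominal compound, 0.3% DMSO final; incubation: 1-h 37 °C dye load, 5-s basal, 120-s post-compound reads; technique: Fluo-8 intracellular calcium fluorescence, excitation 470-495 nm, emission 515-575 nm; read-out basis: percent activation from peak-to-basal fluorescence ratio, scaled between DMSO and carbachol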
EBV gp42 block = EBV gp42 inhibition; Q1HVG2; Fluorescence polarization binding assay, mP read-out; inhibition, % (tested at 21.74 µM); 0.42% of 220,000 active; in the data active = inhibition above about 50%
Calpain2 inh = blocks pig calpain II enzyme activity; purified calpain II, fluorogenic peptide substrate, 30 min; AID 1236; inhibition, % at 16 µM; 0.37% of 220,000 active;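 active = inhibition above about 50%, limit read from the data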
PPC-1+TRAIL kill = kills PPC-1 cancer cells in the presence of TRAIL; 0.41% of 220,000 active; PPC-1 cells + TRAIL, ATPLite viability luminescence; AID 1443; cell killing (% activity), % at 4 µM;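 active = cell killing above 50% in the first pass at 4 µM, then a duplicate retest at 5 µM averaging 50% or more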;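 note: plate controls were cells with TRAIL plus DMSO for no effect and medium-only wells lacking cells for full effect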
zfTRPN1 agonist = zebrafish TRPN1 (NompC) channel agonism; HEK293 zebrafish TRPN1-YFP, Fluo-8 calcium fluorescence; 100% = response to 87 µM carbachol; activation, % at 3 µM; 0.18% of 220,000 active; AID 1424;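 active = activation above its plate's cutoff, the mean activation of test wells on that plate plus 3 SD, cut at about 19% in these data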;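 note: 0% = DMSO alone and 100% = 87 µM carbachol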
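Material: zebrafish TRPN1-YFP in HEK293 cells; Doses: single test compound dose, 3 µM nominal, 0.3% DMSO; Timing: dye loading 1 h at 37 °C, then 30 min room temperature; Technique: intracellular calcium fluorescence with Fluo-8; Benchmarks: high carbachol 87 µM, low DMSO alone.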
KCC2 mod = modulators of human KCC2 chloride dependent transport; KCC2 cells, thallium flux FluoZin-2 fluorescence; Q9H2X9; B-score of Tl+ flux slope (higher = more flux/activation; lower = inhibition) at 10 µM; 2.2% of 190,000 active; AID 1456;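 active = thallium flux slope and its plate-corrected score both differing from the plate sample mean at a set confidence after two filtering rounds, in either direction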;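 note: slope of fluorescence scaled to starting intensity during 10 to 20 s after thallium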
Target sequence (Q9H2X9 whole entry, looked up): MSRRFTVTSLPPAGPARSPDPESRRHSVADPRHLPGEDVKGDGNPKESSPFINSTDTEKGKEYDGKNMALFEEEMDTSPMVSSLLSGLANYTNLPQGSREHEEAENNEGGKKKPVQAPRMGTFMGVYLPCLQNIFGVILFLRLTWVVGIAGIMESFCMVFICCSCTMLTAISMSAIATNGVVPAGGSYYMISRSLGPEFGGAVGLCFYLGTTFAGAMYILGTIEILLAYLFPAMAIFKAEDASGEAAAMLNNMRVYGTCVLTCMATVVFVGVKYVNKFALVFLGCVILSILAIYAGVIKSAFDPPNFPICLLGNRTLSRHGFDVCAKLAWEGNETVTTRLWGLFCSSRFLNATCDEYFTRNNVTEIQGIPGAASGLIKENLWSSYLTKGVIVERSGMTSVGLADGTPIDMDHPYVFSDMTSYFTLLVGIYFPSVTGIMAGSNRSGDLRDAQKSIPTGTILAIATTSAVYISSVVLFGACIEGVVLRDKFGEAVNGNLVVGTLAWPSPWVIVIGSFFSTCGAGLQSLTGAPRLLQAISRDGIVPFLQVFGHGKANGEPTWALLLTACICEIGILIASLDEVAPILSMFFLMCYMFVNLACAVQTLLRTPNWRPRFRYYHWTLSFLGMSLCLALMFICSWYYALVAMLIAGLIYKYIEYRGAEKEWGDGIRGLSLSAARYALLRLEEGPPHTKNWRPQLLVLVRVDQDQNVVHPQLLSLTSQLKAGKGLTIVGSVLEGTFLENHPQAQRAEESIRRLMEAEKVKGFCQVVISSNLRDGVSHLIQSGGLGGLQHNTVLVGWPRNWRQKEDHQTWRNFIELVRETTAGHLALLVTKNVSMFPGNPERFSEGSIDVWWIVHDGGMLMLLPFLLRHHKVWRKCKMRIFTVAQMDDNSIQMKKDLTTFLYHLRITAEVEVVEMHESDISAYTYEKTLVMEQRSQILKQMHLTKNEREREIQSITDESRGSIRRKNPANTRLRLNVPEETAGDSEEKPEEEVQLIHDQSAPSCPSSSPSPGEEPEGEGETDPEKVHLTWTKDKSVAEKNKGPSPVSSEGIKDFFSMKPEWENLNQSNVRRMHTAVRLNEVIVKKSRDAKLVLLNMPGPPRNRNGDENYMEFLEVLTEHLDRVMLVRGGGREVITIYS
* = called active by the depositor; i = inactive; . = no result given; [ ] = remark or other dose.

SMILES	Furin inh	Tb hexokinase	thrombin 1536	TRPML3 ag	EBV gp42 block	Calpain2 inh	PPC-1+TRAIL kill	zfTRPN1 agonist	KCC2 mod
COc1ccc(/C=C/C(=O)Nc2ccccc2C)cc1S(=O)(=O)N1CCOCC1	0	-34	8	1.2	-24	4	17	4.3	0.0092
Cc1cc(C#N)c(C)n1-c1cc(S(=O)(=O)N2CCOCC2)ccc1N1CCCC1	-6[20 µM]	-13	0	1.5	-4	-27	-12	-0.1	-0.41
Cc1ccc(N2CC(C(=O)NCc3cccs3)CC2=O)cc1 (stereo not drawn)	-32	-5	3	0.1	-29	17	-14	1.1	.
Cc1cc(C)cc(NC(=O)C2CCN(c3cnccn3)CC2)c1	-4	2	-7	-0.4	-4	-9	6	-0.8	1.3
O=S(=O)(Nc1ccc(OC(F)(F)F)cc1)c1cccc2nonc12	-21	-4	-6	1.4	-6	-9	7	2.8	-0.3
CC1=[N+](C)N(c2ccccc2)C(=O)C1N=Cc1c(Cl)cccc1Cl (stereo not drawn)	-11	-4	0	0.9	-13	17	-7	1.7	-1.5
CCCc1nnc(NC(=O)CCC(=O)N2CCN(S(=O)(=O)c3ccc(F)cc3)CC2)s1	-12	-4	-11	0.5	4	7	13	-1.1	-0.68
Cc1cc(C)c2cc(CN(CCO)Cc3nnnn3Cc3ccc(F)cc3)c(=O)[nH]c2c1	-19	-3	-1	-0.2	-14	-25	-11	-0.3	0.15
COC(=O)c1sccc1N/N=C(\C)c1ccc(F)c(Cl)c1	-17[20 µM]	-21	5	0.6	6	-76	21	0.6	-0.053
Cc1nn(-c2nc3ccccc3s2)c(C)c1Oc1ccccc1O	-26	-1	-8	0.5	-20	17	-6	-0.5	0.46
CC(NC(=O)c1cccnc1)c1ccc2c(c1)OCO2 (stereo not drawn)	-9[20 µM]	0	-8	0.0	4	23	39	1.1	0.29
Cc1sc(NC(=O)c2cccs2)c(C(N)=O)c1C	-7	-15	2	-0.9	-10	9	-9	-1.0	-0.62
O=C(CCCc1ccccc1)NCCC1=CCCCC1	-16	-4	0	-0.3	-11	9	-19	-1.2	-1.7
N/C(=N\OC(=O)Cc1ccc(Cl)cc1)c1cccnc1	-17[20 µM]	0	0	-0.6	-4	19	-3	-2.0	0.56
O=C(CN(Cc1ccc(F)cc1)C(=O)Cn1nnc2ccccc21)NCC1CCCO1 (stereo not drawn)	-26[20 µM]	1	4	1.1	5	8	6	0.3	.
O=C(N[C@@H](Cc1ccccc1)C(=O)OCc1ccccc1)c1nc[nH]c1C(=O)NCc1ccccc1	-22	0	-3	0.6	-2	28	-16	4.3	2
O=C(NCCCn1ccnc1)c1cc2c(s1)CCCCC2	-11[20 µM]	3	-3	0.7	-13	-18	19	0.0	0.72
COc1ccc(-n2c(Cc3cccn3C)nnc2SCC(=O)NCCc2ccccc2)cc1	-23	-3	-3	-0.2	-16	5	5	-0.5	.
COc1ccc(OC)c(C2c3c(oc4ccccc4c3=O)C(=O)N2CCCN(C)C)c1 (stereo not drawn)	-7	-1	-13	0.5	-1	-80	3	0.5	1.4
Cc1ccc(NCC(=O)N/N=C/c2ccc(OC(=O)c3ccco3)cc2)cc1	-14[20 µM]	-5	7	-0.1	-8	-3	9	0.2	.
O=C(O)/C=C/c1cnc2ccccc2c1	-25	-3	-5	0.6	-11	-4	1	0.1	-0.096
O=C1N/C(=N/O)S/C1=C\c1ccccc1-n1cccn1	-10	-26	-2	-0.5	-14	3	-2	-0.3	-2.4
O=C(NC1CCCC1)c1nc2c(nnn2Cc2cccc(Cl)c2)c(=O)[nH]1	-23	-1	1	-0.1	-1	12	3	-1.3	-3.3
COc1ccc(-c2c(C(F)(F)F)[nH]n3c(=O)cc(-c4ccccc4)nc23)cc1	-25	-7	-1	0.7	-17	-149	-2	0.7	3.8
NC(=O)CN1CCCN(S(=O)(=O)c2ccc(Br)cc2)CC1	-25	-1	-3	0.6	-11	7	6	0.6	0.26
COC(c1ccccc1)c1nnc(CCC(=O)NCc2cccc(-n3cccn3)c2)o1 (stereo not drawn)	-22	-6	-17	0.4	-9	-8	9	0.1	-0.4
Cc1ccc(/C=C(\C#N)c2nn(-c3ccccc3)c(N)c2C#N)cc1	-12	28	-4	0.1	-33	20	20	-1.4	-0.54
O=C(CSc1ccccc1)NCCSCc1ccccc1	-11	-7	-7	-1.0	-14	24	-18	-1.5	-2.6
Cc1ccc(C2=NN(C)c3nc4ccccc4n3C2)cc1	-17[20 µM]	-19	-12	-0.3	-10	i	-18	-1.7	.
Cc1oc(-c2ccccc2Cl)nc1Cn1cccc1C1=NC(c2ccccc2)CO1 (stereo not drawn)	-14[20 µM]	-5	-3	0.5	-22	21	-8	-0.2	-0.07
Cc1nc(Oc2ccccc2)c2oc3ccccc3c2n1	-17[20 µM]	-10	-7	0.8	1	-7	-4	-0.4	0.17
Cc1cc([N+](=O)[O-])nn1CC(=O)N/N=C/c1ccccc1Br	-6	-12	-7	0.4	2	1	-4	0.6	0.14
Cc1cc(C)c(S(=O)(=O)NC(CC(=O)O)c2cccc([N+](=O)[O-])c2)c(C)c1 (stereo not drawn)	-19	-3	3	0.3	-9	-16	27	0.1	0.42
CCN1CCN(C2CC(=O)NC2=O)CC1 (stereo not drawn)	-20	-3	-9	1.0	0	-35	0	1.1	0.26
O=C(Nc1nc2ccc([N+](=O)[O-])cc2s1)C1CCCO1 (stereo not drawn)	-18	-22	-7	0.5	-21	9	13	0.9	.
C=CCn1c(CCc2ccc(OC(C)C)cc2)n[nH]c1=S	-17	3	-6	0.1	-10	-15	.	-1.3	-0.029

A different layout for 4 compounds above:
compound | Furin inh | Tb hexokinase | thrombin 1536 | TRPML3 ag | EBV gp42 block | Calpain2 inh | PPC-1+TRAIL kill | zfTRPN1 agonist | KCC2 mod
Cc1oc(-c2ccccc2Cl)nc1Cn1cccc1C1=NC(c2ccccc2)CO1 (stereo not drawn) | -14[20 µM] | -5 | -3 | 0.5 | -22 | 21 | -8 | -0.2 | -0.07
Cc1nc(Oc2ccccc2)c2oc3ccccc3c2n1 | -17[20 µM] | -10 | -7 | 0.8 | 1 | -7 | -4 | -0.4 | 0.17
Cc1cc([N+](=O)[O-])nn1CC(=O)N/N=C/c1ccccc1Br | -6 | -12 | -7 | 0.4 | 2 | 1 | -4 | 0.6 | 0.14
Cc1cc(C)c(S(=O)(=O)NC(CC(=O)O)c2cccc([N+](=O)[O-])c2)c(C)c1 (stereo not drawn) | -19 | -3 | 3 | 0.3 | -9 | -16 | 27 | 0.1 | 0.42

(cont.)
SMILES	Furin inh	Tb hexokinase	thrombin 1536	TRPML3 ag	EBV gp42 block	Calpain2 inh	PPC-1+TRAIL kill	zfTRPN1 agonist	KCC2 mod
COc1cccc(NS(=O)(=O)c2ccc3c(c2)C2C=CCC2C(c2ccc(C(=O)O)cc2)N3)c1 (stereo not drawn)	-7	10	-6	0.9	16	1	4	-1.1	-0.18
CC(C)(C)NC(=O)CN(Cc1ccc2c(c1)OCO2)C(=O)CCC(=O)Nc1nccs1	-30	10	1	0.0	-18	29	-1	0.8	-0.01
O=S(=O)(Cc1cc(N2CCOCC2)nc(-c2ccccn2)n1)c1ccccc1	-7	-7	8	0.2	0	-42	27	1.0	.
N#C/C(=N\Nc1ccc(F)cc1)C(=N)N1CCCCCC1	-2	-22	-8	0.5	7	3	.	0.1	1.5
COc1ccc(C(=O)Nc2ccc(Cl)c(S(=O)(=O)Nc3ccccc3OC)c2)cc1	-14	2	-4	2.8	-23	1	17	8.6	0.98
CN(C)CCCOC(=O)c1cc2ccccc2o1	-9	38	10	0.8	-30	2	-1	1.1	.
COCCCNC(=S)NNC(=S)Nc1ccccc1	-13	-5	-2	1.2	-17	0	20	1.6	1.1
O=C(C1=COCCO1)N1CCN(S(=O)(=O)c2cccc(Cl)c2Cl)CC1	-4	36	5	-1.3	-40	3	2	1.4	0.24
CCCCOc1ccc(-c2nnc(-c3ccco3)o2)cc1	-25	3	-2	-1.5	-11	-52	6	-0.6	0.45
CCOc1ccc(CSC2=NCCN2)cc1[N+](=O)[O-]	-1	-7	-2	0.2	-7	-1	12	1.1	0.52
CCN1CCn2c1nc(N1CCOCC1)nc2=O	-24[20 µM]	-2	-2	0.5	0	-8	9	0.1	-0.75
COc1ccc(-c2cc(C(=O)NCc3ccc(Cl)cc3)no2)cc1OC	-2[20 µM]	-9	0	0.5	-8	1	-8	-0.7	0.83
CN(Cc1nc(-c2ccncc2)no1)S(=O)(=O)c1ccc(Br)cc1	1[20 µM]	-6	17	3.8	-8	26	20	2.2	.
COc1ccc(NC(=O)c2c(N)no[n+]2[O-])c(OC)c1	-14	-7	-3	0.3	-18	0	39	-1.7	-0.22
CCSc1nc(N)c2c3c(sc2n1)CN(C)CC3	-18	-83	-2	0.1	-6	-91	-5	0.6	0.028
CCOC(=O)C1CCCN(c2c(NCc3ccco3)c(=O)c2=O)C1 (stereo not drawn)	-10	0	-1	0.6	-4	-7	-4	0.5	1.1
Cc1nn(CC(=O)Nc2ccc(Cl)cn2)c(C)c1[N+](=O)[O-]	-19[20 µM]	-2	6	0.7	-11	-6	8	0.9	2.3
N/C(=N\OC(=O)c1ccc(Cl)cc1)c1ccc(Cl)cc1	-22[20 µM]	2	0	0.8	-14	-5	-2	-0.7	0.8
CCOC(=O)CNC(=O)Cn1cnc2sc(C)c(S(=O)(=O)N3CCC(C)CC3)c2c1=O	-7[20 µM]	5	4	1.4	-1	10	12	0.6	-0.6
COc1ccc(NC(=O)c2cccnc2Sc2ccccc2)c(OC)c1	-2	7	-3	-0.2	-4	10	0	0.7	-0.04
Cc1ccc2c3c(c(SCC(=O)Nc4nonc4C)nc2c1)CCCC3	-10	-11	0	0.7	-19	-3	-3	1.7	-0.33
O=C(CCCOc1ccc(Cl)cc1)N1CCCCC1	-12[20 µM]	-12	1	0.4	-15	-6	39	0.8	-1.9
CN(C)CC(=O)Nc1ccc(Oc2ccc(Cl)cc2)cc1	-17	0	-8	2.5	-7	9	-7	2.5	0.24
COc1ccccc1NC(=O)CNC(=O)c1ccccc1	-24[20 µM]	2	-3	0.5	-17	-8	20	-0.3	-0.16
NC(=S)n1[nH]c(-c2ccc([N+](=O)[O-])cc2)c(N=Nc2ccc(Cl)cc2)c1=O	3	-2	5	-0.5	92*	6	26	1.0	-1.4
CC(=O)C(C)Oc1cc(C)cc2oc(=O)c(C)c(C)c12 (stereo not drawn)	-32	-6	-1	0.6	-1	i	-16	-0.3	0.27
Cc1nc(NC(=O)CSc2nnc3ccccn23)c(Cl)cc1Cl	-18[20 µM]	5	2	-0.3	-22	5	13	-0.2	-0.025
COc1ccc(N(CC(=O)NC2CCCC2)C(=O)Cn2nnc(-c3ccc(OC)c(OC)c3)n2)cc1	-27	-3	-6	0.4	-5	-20	1	0.3	-0.84
COc1ccc(OC)c(C2CC(=O)N3CN(c4ccccc4)CSC3=C2C#N)c1 (stereo not drawn)	-24	-23	-9	0.5	-11	1	-1	0.6	.
c1ccc2c3c(c(CN4CCCC4)cc2c1)COC3	3	2	-2	1.0	6	4	-6	1.8	0.092
COc1ccc(OC(C)C(=O)N2CCOCC2)cc1 (stereo not drawn)	-8[20 µM]	7	-18	0.8	-13	-43	14	-0.1	0.003
COc1cccc2cc(C(=O)N3CCCCC3C)c(=O)oc12 (stereo not drawn)	-11[20 µM]	-1	3	1.0	-20	-25	8	-0.6	-0.25
